MEKK3 PB1 HTS: MEKK3-MEK5 PB1 interaction, increase or decrease | bead-based flow cytometry, Alexa488-MEK5 binding to MEKK3; actives lie on both sides; 0 = blocked by unlabeled MEK5, 100 = vehicle | binding response (% of control), % at 10 µM | actives 1.4% (n = 290,000) | AID 1529;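 active means binding response more than 3 SD above or below the average of its plate-row segment, actives on both sides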;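 further: Alexa488 bead fluorescence after subtracting the streptavidin-only scavenger bead signal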
Target sequence (Q99759 whole entry, looked up): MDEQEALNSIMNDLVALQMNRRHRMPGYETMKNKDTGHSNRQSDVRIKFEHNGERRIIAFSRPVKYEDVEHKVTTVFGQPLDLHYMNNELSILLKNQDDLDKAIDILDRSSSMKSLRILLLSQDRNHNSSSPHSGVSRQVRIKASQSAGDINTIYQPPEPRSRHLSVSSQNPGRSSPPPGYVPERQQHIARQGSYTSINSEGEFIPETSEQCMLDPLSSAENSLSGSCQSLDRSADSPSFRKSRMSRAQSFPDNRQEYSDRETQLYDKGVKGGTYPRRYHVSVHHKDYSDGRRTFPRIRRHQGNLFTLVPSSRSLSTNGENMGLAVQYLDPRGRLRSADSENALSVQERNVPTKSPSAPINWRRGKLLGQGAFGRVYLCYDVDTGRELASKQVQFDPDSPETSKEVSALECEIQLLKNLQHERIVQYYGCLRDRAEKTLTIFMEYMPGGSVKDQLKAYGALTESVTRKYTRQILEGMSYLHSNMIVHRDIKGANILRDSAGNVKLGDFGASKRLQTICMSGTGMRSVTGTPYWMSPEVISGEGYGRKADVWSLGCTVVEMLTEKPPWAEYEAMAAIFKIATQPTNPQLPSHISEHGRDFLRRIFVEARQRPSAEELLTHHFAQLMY
SUMO HTRF inh: inhibitors of human SUMOylation (UBC9) | P63279 | HTRF SUMOylation assay, SAE1/SAE2 + UBC9, in vitro | inhibition, % at 35 µM | actives 0.36% (n = 290,000); in the data active means inhibition above about 50%, passing the limit was not always enough; further: strong numbers were not always called active
Target sequence (P63279 whole entry, looked up): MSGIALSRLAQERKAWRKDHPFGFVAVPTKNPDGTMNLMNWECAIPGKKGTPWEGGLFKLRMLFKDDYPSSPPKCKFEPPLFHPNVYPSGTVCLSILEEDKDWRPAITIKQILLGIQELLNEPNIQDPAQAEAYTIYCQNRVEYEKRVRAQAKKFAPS
DNA FID counter: displaces DNA intercalator in HCV helicase counter-screen | DNA fluorescent intercalator displacement, fluorescence | inhibition, % at 7.9 µM | actives 0.17% (n = 290,000) | AID 1845; in the data active means inhibition above about 37%;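 further: 0% = vehicle and 100% = reference compound; higher means more ethidium bromide displaced from hairpin DNA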
IDE act: IDE (human) activation, cell-based; activation, % at 5.96 µM; actives 0.073% (n = 340,000); P14735; HEK cells, FAbeta-B cleavage, fluorescence polarization; 0% vehicle, 100% cell-free pure enzyme wells;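 active means activation above the mean of all tested compounds plus 3 SD, set per screening campaign, cut at about 17% in these data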
p-CIP stab down: p/CIP protein destabilization; decrease of EGFP signal, % at 10 µM; F442A p/CIP-EGFP cells, EGFP fluorescence, 16 h; AID 1984; Q05BA5; actives 0.01% (n = 290,000);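 active means EGFP signal decrease of at least 30% at 10 µM or well 3 SD below plate mean, unless failing retest; inactive means the rest, including hits failing retest or dose response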; further: some compounds called inactive have numbers as strong as hits; many of its hits are not listed in these tables
NS3 helicase inh: HCV NS3 helicase inhibition; actives 0.56% (n = 290,000); AID 1800; inhibition, % at 10.9 µM; NS3 helicase DNA unwinding, Cy5 molecular beacon fluorescence;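 active means inhibition above the mean of all tested compounds plus 3 SD, set per campaign, cut at about 35% in these data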;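 further: 0% = DMSO wells and 100% = thioflavine S control wells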
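System: Hepatitis C virus NS3 helicase domain fragment enzyme | Reagent: Annealed dual-labelled DNA beacon duplex, ATP-started | Compound dosing: 10.9 µM single point, 0.8% DMSO | Incubation: 1 h reaction at 25 °C, ATP-initiated | Technique: Cy5 fluorescence | Evaluation: Percent inhibition from t60/t0 fluorescence ratio | Benchmarks: Low DMSO, high thioflavine S at 110 µM | Replication: Singlicate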
IMP-1 inhibitor: blocks Pseudomonas aeruginosa IMP-1 metallo-beta-lactamase; actives 0.45% (n = 290,000); AID 1556; purified IMP-1, nitrocefin hydrolysis, epi-absorbance fluorescence; inhibition, % at 5.6 µM;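 active means inhibition above the mean plus 3 SD of all compounds in the same screening run, cut at about 4.5% in these data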;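 further: 0% = IMP-1 with DMSO and 100% = DMSO wells lacking enzyme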
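system = purified recombinant IMP-1 beta-lactamase | amount = 0.2 nM IMP-1, as dispensed | medium = HEPES buffer pH 7.1 with ZnSO4 and Brij 35 | times = 25 °C, 15 min preincubation, 25 min reaction | detection = plate fluorescence quenching by hydrolysis product, ex 480/em 530 nm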
PHOSPHO1 block: inhibitors of human PHOSPHO1 phosphatase | Q8TCT1 | recombinant PHOSPHO1, absorbance phosphatase assay | inhibition, % at 13.3 µM | actives 1.1% (n = 290,000); in the data active means inhibition above about 60%
VIM-2 inh: inhibitors of Pseudomonas aeruginosa VIM-2 metallo-beta-lactamase | purified VIM-2, nitrocefin hydrolysis, epi-absorbance fluorescence | actives 0.89% (n = 290,000) | AID 1527 | inhibition, % at 5.6 µM;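 active means inhibition above the mean of all tested compounds plus 3 SD, cutoff set per screening run, cut at about 7.5% in these data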;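 further: red hydrolysis product quenches plate fluorescence so inhibitors raise well fluorescence; 0% = enzyme with DMSO and 100% = DMSO without enzyme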
Active calls of the source: *; / = no result given.

(1) CNc1c(-n2cc(C(=O)OC)c(C(=O)OC)c2C(=O)OC)c(=O)n(C)c(=O)n1C
(2) CC(=O)NCc1cccc(CNC(C)=O)n1
(3) CC(OC(=O)c1ccc2c(=O)n3c(nc2c1)CCC3)C(N)=O (stereo not given)
(4) CCOc1ccc(NC2c3ccccc3C(=O)N2Cc2ccco2)cc1 (stereo not given)
(5) CN1C(=O)C(O)(CC(=O)/C=C/C=C/c2ccccc2)c2ccccc21 (stereo not given)
(6) COc1ccc(CC(=O)O/N=C(\N)Cc2ccc([N+](=O)[O-])cc2)cc1
(7) COCc1cc(C2C(C(=O)c3ccco3)=C(O)C(=O)N2CCOCCO)ccc1O (stereo not given)
(8) Cc1cc(C)nc(NC(=O)CSc2ccccn2)n1
(9) O=C(N/N=C/c1c(Cl)cccc1Cl)c1n[nH]c2c1CCCC2
(10) CCn1c2nc(SCCN3CCOCC3)nnc2c2cc(C)cc(C)c21

assay / compound	1	2	3	4	5	6	7	8	9	10
MEKK3 PB1 HTS	98	103	106	104	107	105	87	99	101	107
SUMO HTRF inh	8	2	-4	-14	-5	-1	12	11	-20	1
DNA FID counter	-5	-2	-6	-21	-22	-5	1	2	-9	-26
IDE act	6	1	6	-7	7	-3	2	4	0	-5
p-CIP stab down	-1	-14	1	-2	-12	-6	5	2	-16	-16
NS3 helicase inh	13	1	7	0	-1	15	6	-2	-11	9
IMP-1 inhibitor	2.4	-5.3	-4.6	-0.1	-0.8	-1.2	-1.1	-3.1	-1.7	-3.5
PHOSPHO1 block	39	4	6	2	13	37	5	15	6	42
VIM-2 inh	4.3	1.1	-5.1	0.0	-1.5	-1.9	0.2	-3.4	-0.5	12*

(11) O=C(O)c1ccc(-c2cccc([N+](=O)[O-])c2)o1
(12) CNC(=S)NCC(O)c1ccc([N+](=O)[O-])cc1 (stereo not given)
(13) Cc1c(NC(=O)OCc2ccccc2)c(=O)n(-c2ccccc2)n1C
(14) O=C(CSc1ncc(-c2ccccc2)n1-c1ccccc1)NCc1ccco1
(15) CCCNC(=O)c1oc2ccc3c(c2c1C)C=CC(C)(C)O3
(16) CCCCc1ccc(NC(=O)C2CCCO2)cc1 (stereo not given)
(17) O=C(Nc1cccc(Cl)c1)c1cc2c(=O)n3ccccc3nc2s1
(18) Fc1ccc(-c2nnn(Cc3ccc(F)cc3Cl)n2)cc1
(19) c1ccc2nc(-c3ccncc3)ccc2c1
(20) Cc1ccnc(N2CCC(C(=O)Nc3ccc4c(c3)CCC4)CC2)n1

assay / compound	11	12	13	14	15	16	17	18	19	20
MEKK3 PB1 HTS	103	92	113	89	106	100	101	99	106	104
SUMO HTRF inh	16	11	2	15	4	6	26	-7	11	11
DNA FID counter	-2	8	-4	-28	-31	-7	-3	-16	4	-28
IDE act	6	2	-1	5	4	-2	-3	-2	2	-1
p-CIP stab down	-8	-27	8	-17	-4	0	5	2	-17	-10
NS3 helicase inh	-1	-3	2	-4	-8	1	-3	-9	0	-4
IMP-1 inhibitor	-2.9	-2.4	-0.9	-2.7	-3.0	-1.1	-1.2	-3.8	-1.9	-1.4
PHOSPHO1 block	16	13	1	-14	46	47	-2	/	24	-2
VIM-2 inh	-2.7	-0.6	-2.6	-4.1	-2.2	-1.6	-3.1	-3.5	0.4	-2.4

(21) CN1C(=O)C(=O)N(CC(=O)N2CCc3ccccc32)C1=O
(22) COc1ccc(NC(=O)Cn2nnc(C(=O)NCc3ccc(C)cc3)c2N)cc1Cl
(23) O=C(Cn1ccc2ccccc2c1=O)NCCC(=O)N1CCCCC1
(24) CC1(C)N=C(N)N=C(N)N1c1ccc(Oc2ccc(Cl)cc2)c(Cl)c1
(25) CCCCC(=O)NC(c1ccccc1OC)c1ccc2cccnc2c1O (stereo not given)
(26) COc1ccccc1NC(=O)C1(C)Cc2ccccc2C(=O)O1 (stereo not given)
(27) Cc1ccc(SCC(=O)Nc2ccc(F)cc2[N+](=O)[O-])cc1C
(28) S=C1NCN(C2CCCCC2)CN1Cc1ccccc1
(29) CC(C)(C)CC(=O)Nc1ccc(-c2nnc3n2CCCCC3)cc1
(30) CC(C)(C)c1ccc(/C=C/C(=O)Nc2cccnc2)cc1

assay / compound	21	22	23	24	25	26	27	28	29	30
MEKK3 PB1 HTS	96	101	100	104	98	104	96	100	99	107
SUMO HTRF inh	8	25	5	12	26	-4	-5	-9	-8	-1
DNA FID counter	-1	-13	-8	5	-37	-2	-2	-6	-34	-18
IDE act	1	0	4	0	5	-3	6	7	-5	-4
p-CIP stab down	-13	0	-9	-12	0	-7	2	-2	4	-8
NS3 helicase inh	7	-6	3	-86	-4	1	-3	4	11	-19
IMP-1 inhibitor	-2.7	-1.9	-0.6	-2.6	-4.5	-2.9	-1.8	-2.7	-1.4	-2.4
PHOSPHO1 block	-16	22	0	20	48	19	4	-12	-11	24
VIM-2 inh	-0.3	-1.4	-0.9	-1.1	-4.8	-4.4	-1.5	-0.5	-0.8	-2.1

(31) CCOC(=O)c1c(C)[nH]c(C)c1C(=O)CSc1nc2ccccc2c(=O)n1-c1ccc(Cl)cc1
(32) Cc1ccc2nc(SCC(=O)Nc3c(F)cccc3F)[nH]c2c1
(33) Cc1cc(C)cc(OCc2ccc(C(=O)N3N=C(C(F)F)CC3(O)C(F)F)o2)c1 (stereo not given)
(34) CNc1oc(/C=C/c2cccc(OC)c2)nc1C#N
(35) O=C(NC(=S)Nc1ccc2oc(=O)ccc2c1)c1cccc(Cl)c1
(36) CC1=C/C(=N\NC(=O)c2ccc(O)cc2)CC1
(37) O=C(NC(=S)N1CCN(c2ccccc2)CC1)c1c(F)cccc1F
(38) Cc1ccc(OCC(=O)N(Cc2ccccc2)C(C)C)c([N+](=O)[O-])n1
(39) CSc1nnc([C@@H]2CCCN2C(=O)OC(C)(C)C)o1
(40) COc1ccc(CCNC(=S)NC(=O)c2ccc(Br)cc2)cc1OC

assay / compound	31	32	33	34	35	36	37	38	39	40
MEKK3 PB1 HTS	100	101	/	105	102	99	99	95	93	96
SUMO HTRF inh	2	-5	-11	36	10	-5	-7	0	-4	-8
DNA FID counter	-20	-4	-16	-6	-19	-1	-22	-1	3	-11
IDE act	4	3	7	4	6	3	6	1	3	4
p-CIP stab down	-6	-15	-12	-10	-6	-8	-114	1	8	-3
NS3 helicase inh	3	0	-5	-1	3	11	10	4	3	7
IMP-1 inhibitor	-0.6	-2.2	0.5	-1.3	-3.3	-0.7	-4.2	-1.4	-1.7	-2.1
PHOSPHO1 block	-18	32	-2	19	6	-7	17	-4	-4	1
VIM-2 inh	-2.4	-4.0	-0.9	-0.7	-5.2	-3.1	-5.5	-2.9	-3.7	0.5

(41) COc1cc2[nH]c(=O)n(CCCC(=O)NC3CCCCC3)c(=O)c2cc1OC
(42) CC(C)CNC(=O)c1cc(-c2ccc(Cl)c(Cl)c2)on1
(43) Cc1cc(OCc2cc(C(=O)NCCN3CCCCC3CO)no2)cc(C)c1Cl (stereo not given)
(44) Fc1ccc(CSc2nncn2NCc2ccccc2)cc1
(45) COc1cccc(-c2nnc(NC(=O)c3ccc4ncsc4c3)o2)c1
(46) Cc1ccc(NC(=O)/C=C/c2ccc3c(c2)OCO3)nc1
(47) CCc1ccc(NC(=O)C(C)OC(=O)c2ccc(NS(=O)(=O)c3ccc(C)c([N+](=O)[O-])c3)cc2)cc1 (stereo not given)
(48) CC(C)[C@H](NC(=O)N1c2ccccc2NC(=O)[C@@H]1C(C)C)C(=O)N1CCC(C(=O)O)CC1
(49) Cc1cc(C(=O)N/N=C/c2ccc(N3CCOCC3)cc2)c(C)o1
(50) COc1ccc(/C=C/C(=O)Nc2ccc3c(c2)CCC3)cc1OC

assay / compound	41	42	43	44	45	46	47	48	49	50
MEKK3 PB1 HTS	102	96	106	100	100	103	106	95	87	92
SUMO HTRF inh	-3	39	-2	5	-8	8	11	-6	1	1
DNA FID counter	-18	-2	17	-18	-11	-4	1	-10	-8	-24
IDE act	1	5	-8	1	2	6	8	16	-2	-13
p-CIP stab down	-2	-10	-3	-3	-10	-6	-10	3	2	-1
NS3 helicase inh	-9	1	-64	1	20	4	-8	-3	5	-9
IMP-1 inhibitor	-4.9	-3.3	-2.9	-3.4	-3.6	-2.0	-3.5	-2.3	-0.1	-2.6
PHOSPHO1 block	27	-5	48	-17	1	-38	-23	34	44	1
VIM-2 inh	1.8	-1.1	-3.0	-1.4	-3.3	-2.1	-2.7	-2.3	0.7	-6.7

(51) Cc1cc(C)cc(NC(=S)Nc2ccccn2)c1
(52) CNc1cc(C)nc(-n2nc(C)cc2C)n1
(53) COCCCn1c(SCC(=O)Nc2nc3ccccc3s2)nnc1-c1ccoc1C
(54) Cc1ccnc(NC(=O)CCNS(=O)(=O)c2ccc(C)c(C)c2)c1
(55) CCC(C)NC(=O)CSC1=Nc2ccccc2C2=NC(CCC(=O)NCc3ccco3)C(=O)N12 (stereo not given)

assay / compound	51	52	53	54	55
MEKK3 PB1 HTS	93	104	91	100	100
SUMO HTRF inh	11	-5	7	0	-12
DNA FID counter	-6	-6	-21	-21	-12
IDE act	1	2	3	1	8
p-CIP stab down	5	-4	-2	4	-5
NS3 helicase inh	-17	4	-11	-3	2
IMP-1 inhibitor	-4.1	-5.8	-3.9	-3.5	-0.7
PHOSPHO1 block	-6	-9	-8	4	-8
VIM-2 inh	-4.4	-1.7	0.9	-2.6	-1.6

High-throughput results deposited in PubChem BioAssay by several laboratories.

Only part of the results is shown; rates above refer to the full screens.
